Vif-APOBEC3G blk – blocks the Vif interaction with human APOBEC3G | HeLa A3G-eYFP + Vif (tagged APOBEC3G with the HIV-1 protein that degrades it), YFP fluorescence, overnight | Potency, µM (titrated, usually from 46.1 µM), for the others: at the top dose activity, negative = active, actives largely listed as inhibitors | 0.076% of 410,000 active;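 also: potency is read from the fitted curve at half-maximal effect; % is scaled to controls: 0 for no effect and ±100 for the full control effect; nearly all actives have a fitted effect of over 60% in size; hits raise eYFP signal because A3G escapes Vif-driven loss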
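HeLa cells stably expressing Vif and C-terminally eYFP-tagged A3G, seeded overnight at 37 deg C, then exposed to compound by pintool overnight at 37 deg C. Rise in yellow fluorescence (Ex 488/Em 500-530, Acumen) marks blocked Vif-driven A3G degradation.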
ERG-DNA inh – ERG Ets/DNA interaction inhibition | fluorescence polarization, His-ERG Ets domain / labelled DNA | 0.028% of 370,000 active | AID 624246 | Potency, µM (top dose mostly 76.9 µM), without a hit: at the highest dose FP activity, negative = inhibition, most hits filed as inhibitors; active = well fitted inhibition curve with a large enough effect in the polarisation, with a control signal flat; inconclusive = small, poorly fitted or top-dose-only effect, or effect the other way, or a change in a side signal; inactive = no such curve, though single readings can be large or run the other way; the % refers to the polarisation;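 also: polarization taken with two DNA probes labelled with fluorescein and Texas red; potency is read from the fitted curve at half-maximal effect; % of control where 0% means no effect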
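His-tagged ERG Ets domain (1 uM in the protein solution; 300mM KCl, 50mM Tris-HCl, 1mM EDTA, 1mM DTT, pH 7.5) received compound, then a probe mix of 5 nM fluorescein-DNA and 100nM Texas-615-DNA. Fluorescence polarization was read for both dyes.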
D2 antag – D2 dopamine receptor (human) antagonism | inhibition, % at 10 µM | 2% of 340,000 active | AID 485344 | HEK293 TREx D2 cells, calcium flux, dopamine EC80; in the data active = inhibition above about 30%; also: 0% is about no effect
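Inhibition of EC80 dopamine-driven calcium flux, recorded kinetically, defines activity here; cells are a tetracycline-induced HEK293 T-REx line expressing force-coupled D2.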
D2 ag – agonists of human D2 dopamine receptor; P14416; AID 485358; activation, % at 2 µM; 0.53% of 340,000 active; HEK293 T-REx D2 cells, calcium flux agonist mode;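 active = activation over 3 SD above normal in the single-dose calcium agonist read, cut at about 30% in these data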; also: 0% is about no effect
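Tetracycline-induced HEK293 Trex cells with D2 receptor force-coupled to calcium signaling, plated overnight at 30 C and loaded with no-wash calcium dye. Calcium flux read kinetically for 180 s after compound addition; responses flag agonists.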
RGS4 inh – human RGS4 inhibition. Transcreener GDP fluorescence polarization, RGS4-accelerated GTP hydrolysis. Potency, µM (series often up to 114 µM), for inactives: top-dose activity change, negative = inhibition, hits mostly inhibitors. 0.039% of 390,000 active. AID 504845; also: potency is read from the fitted curve at half-maximal effect; % is scaled to controls: 0 for no effect and ±100 for the full control effect; nearly all actives have a fitted effect of over 75% in size; some results filed as inactive show a strong effect at the top dose
Target sequence (P49798 whole entry, looked up): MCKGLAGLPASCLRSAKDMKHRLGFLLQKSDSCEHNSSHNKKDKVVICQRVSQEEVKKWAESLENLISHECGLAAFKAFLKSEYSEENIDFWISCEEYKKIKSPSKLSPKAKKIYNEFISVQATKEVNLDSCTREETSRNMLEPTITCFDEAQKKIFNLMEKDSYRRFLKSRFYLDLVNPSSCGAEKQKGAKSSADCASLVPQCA
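MLSMR compounds (23 nl, pin-transferred) preincubated 10 min at room temperature with a 500nM (2x) first reagent, then RGS4 at 900nM (2x) plus Transcreener GDP mix added; fluorescence polarization (620/688 nm) read before and after 90 min at 30 °C.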
LDHA block – LDHA (human) enzyme inhibition | P00338 | 0.15% of 480,000 active | purified LDHA, NADH/diaphorase-resazurin fluorescence; stronger effect = lower value | activity change, % (values are at about 110 or 230 µM); in the data active = activity change below about -30%; inconclusive = mostly about -25% to -30%;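 also: plate controls were DMSO wells for no effect and wells without enzyme for full effect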
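Human LDH5 at 2 nM final in Tris HCl pH 7.4 with 0.06 mM NADH and 0.2 mM pyruvate, reacted 5 minutes at room temperature. Remaining NADH coupled via diaphorase/resazurin; resorufin fluorescence read at 0 and 20 minutes, normalized to enzyme-free and DMSO wells.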
ALOX12 inh – inhibitors of human 12S-lipoxygenase ALOX12 | P18054 | purified 12hLO, xylenol orange hydroperoxide absorbance | Potency, µM (titrated, usually from 108 µM), for inactives: at the top dose activity change, negative = inhibition, actives largely listed as inhibitors | 1.1% of 580,000 active | AID 1671190; also: potency is read from the fitted curve at half-maximal effect; % is scaled to controls: 0 for no effect and ±100 for the full control effect
Target sequence (P18054 whole entry, looked up): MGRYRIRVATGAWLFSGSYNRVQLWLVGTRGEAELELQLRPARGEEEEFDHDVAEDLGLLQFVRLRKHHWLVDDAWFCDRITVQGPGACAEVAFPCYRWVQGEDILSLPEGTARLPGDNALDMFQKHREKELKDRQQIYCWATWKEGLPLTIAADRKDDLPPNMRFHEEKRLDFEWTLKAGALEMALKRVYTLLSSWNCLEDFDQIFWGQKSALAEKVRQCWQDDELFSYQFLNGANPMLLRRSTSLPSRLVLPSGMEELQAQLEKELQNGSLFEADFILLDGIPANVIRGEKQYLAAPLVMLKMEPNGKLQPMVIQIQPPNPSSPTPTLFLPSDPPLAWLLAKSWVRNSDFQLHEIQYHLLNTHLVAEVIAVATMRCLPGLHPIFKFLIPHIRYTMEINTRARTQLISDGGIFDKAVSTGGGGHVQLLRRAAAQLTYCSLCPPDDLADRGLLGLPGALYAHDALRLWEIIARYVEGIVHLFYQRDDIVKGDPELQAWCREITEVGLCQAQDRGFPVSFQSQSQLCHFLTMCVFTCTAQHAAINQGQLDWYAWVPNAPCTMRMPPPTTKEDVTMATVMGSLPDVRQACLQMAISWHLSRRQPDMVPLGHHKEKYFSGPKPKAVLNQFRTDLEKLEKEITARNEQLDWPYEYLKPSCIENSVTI
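Hydroperoxide product was detected by ferrous iron/xylenol orange as the 573 to 405 nm absorbance ratio. Arachidonic acid at 40 uM (final) was turned over for 30 min at room temperature by 150 nM human 12hLO, pH 7.0 Hepes buffer, after 15 min compound preincubation.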
Vif-A3F inh – inhibitors of Vif-A3F interaction; HeLa A3F-eYFP + Vif (tagged APOBEC3F with the HIV-1 protein that degrades it), YFP fluorescence increase; Potency, µM (top dose mostly 46.1 µM), without a hit: top-dose activity, negative = active; 0.2% of 390,000 active; also: potency is read from the fitted curve at half-maximal effect; % of control where 0% means no effect; nearly all actives have a fitted effect of over 65% in size
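HeLa cells stably expressing A3F-eYFP plus Vif, plated and incubated overnight at 37 deg C, then exposed to compounds overnight at 37 deg C. Blocked degradation read as raised yellow fluorescence (Ex 488/Em 500-530).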
GRP78 ERSR act – inducers of ER stress response in human glioma cells. U87-MG GRP78 promoter luciferase reporter, 16 h. Potency, µM, without a hit: at the highest dose activation, most hits filed as activators. 0.02% of 420,000 active. AID 602332; also: potency is read from the fitted curve at half-maximal effect; series mostly up to about 76 µM; % of control where 0% means no effect; nearly all actives have a fitted effect of over 35% in size
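Stably transfected U87-MG glioma cells carrying a GRP78-based luciferase sensor; 16 h compound incubation. Luminescence end-point read 10 min after Bright-Glo addition at room temperature.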
The depositor's hits bear a star; ? = inconclusive; / = no result given; & = joins results of further samples; [ ] = dose if it differs, or a comment. Unless noted, calls follow the shape of the dose curve; as a rule, active = well fitted curve in the direction sought with a large enough effect; inconclusive = small, poorly fitted or top-dose-only effect, or another doubt; inactive = no such curve, though single readings can be large; an effect the other way counts as inactive or inconclusive. These rows are one share of the data; count on the stated rates, not on these rows.

Structure	GRP78 ERSR act	D2 antag	ALOX12 inh	D2 ag	ERG-DNA inh	RGS4 inh	Vif-A3F inh	Vif-APOBEC3G blk	LDHA block
COc1ccc(OC)c(NC(=O)c2nnn(Cc3ccc(Br)cc3F)c2N)c1	-1%	/	5%[57.4 µM]	/	6%	-21%	-13%	1%	0
CC(=O)OC(C=C(C)C)C/C(C)=C/COc1c2ccoc2cc2oc(=O)ccc12 (stereo not given)	-2%	/	11%	/	4%	-4%	-7%	-1%	3
O=C(c1n[nH]c(=O)c2ccccc12)N1CCN(c2ccc(F)cc2)CC1	-5%	-1	-15%	0.7	4%	17%	2%	1%	-4
CC(=O)c1sc(C(=O)O)c(-c2ccco2)c1-c1ccco1	-4%	-7	?	0.3	0%	-36%	?	-2%	5
O=c1c2ccccc2nc2n1CCc1c-2[nH]c2ccccc12	?	4	?	0.4	-3%	-5%[56.9 µM]	-9%	-1%	-3
COc1cc(OC)cc(C(=O)Nc2cccnc2)c1	3%	7	-3%	0.0	-4%	-3%	-10%	1%	-3
COc1ccc(-c2nnc(NC(=O)c3ccccc3[N+](=O)[O-])s2)c(OC)c1	-5%	7	4%	0.8	5%	-4%	1%	0%	-6
COc1cccc(-n2nnnc2SCC(=O)Nc2nc3c(s2)CCCC3)c1	7%	-12	-1%	-0.9	3%	-17%	6%	-6%	-11
CCc1cc2c(-c3ccccc3)cc(=O)oc2cc1OC(C)C(=O)NCC1CCC(C(=O)O)CC1 (stereo not given)	-1%	-8	26%	0.3	-8%	-3%	2%	1%	0
Cc1cc(OCC(=O)Nc2ccc(N3CCN(C)CC3)cc2)ccc1Cl	11%	13	4%	0.2	-7%	37%	1%	0%	-2
COc1ccc(CCNC(=O)C(=O)NCC2OCCN2S(=O)(=O)c2cccs2)cc1 (stereo not given)	-5%	19	5%	0.1	2%	8%	2%	1%	-5
O=C(c1cc([N+](=O)[O-])ccc1N1CCCCC1)N1CCCCC1	-5%	-22	-4%	-1.3	-3%	?	6%	1%	15
COc1ccc(-c2nc3ccc(C)cn3c2CC(C)(C)C)cc1OC	-2%	/	-30%	/	/	/	/	-25%	-2
CCc1cc2c(N=Nc3c(O)[nH]c4ccccc34)ncnc2s1	-3%	4	29%	1.2	19%	10%	?	-24%	-2
Cc1ccn2c(=O)c(NC(=O)c3cccc4ccccc34)c(C)nc2c1	-8%	-5	22%	-0.3	6%	-8%	-5%	-8%	-5
O=C(O)Cc1ccc2c(c1)N(S(=O)(=O)c1cccc(C(F)(F)F)c1)CC(C(=O)O)O2 (stereo not given)	-5%	-3	24%	0.0	2%	1%[11.4 µM]	7%	0%	-14
Cc1ccc(-c2[nH]c(=O)n3ccncc23)s1	-2%	12	?	-0.1	-6%	-49%	8%	2%	2
Cc1cc(N2CCCC2=O)c(N)cc1N	0%	/	1%	/	1%	8%	-14%	0%	12
COc1ccc(-n2nnc(-c3nsc(NC(=O)c4ccc(C)c(C)c4)n3)c2C)cc1Cl	0%	/	-14%	/	3%	-35%	0%	-3%	-7
Cc1ccc(C(=O)O)cc1NC(=O)CN1C(=O)C2C3c4ccccc4C(Br)(c4ccccc43)C2C1=O (stereo not given)	-2%	-4	-9%	0.6	3%	25%	1%	0%	-8
CC1=N/C(=C\c2ccc([N+](=O)[O-])cc2)C(=O)N1c1ccc(F)cc1F	1%	-5	-1%	-1.4	7%	-6%[56.9 µM]	-1%	-1%	-2
COC(=O)c1[nH]c2cc(C)ccc2c1NC(=O)CN1CCOCC1	2%	5	129%[activator]	-0.5	-3%	4%	10%	0%	-2
CNc1nc(N/N=C/c2cc3c(cc2[N+](=O)[O-])OCO3)nc(Nc2ccccc2)n1	-13%	/	-3%	/	-14%	-6%[56.9 µM]	?	?	-15
CCN(CC)c1ccc(C2Nc3ccccc3-c3cc(C)nn32)cc1 (stereo not given)	1%	/	41%[activator]	-1.0	9%	-8%	0%	-1%	9
CCOc1ccc(CN2CCNC(=O)C2CC(=O)NCCc2ccccn2)cc1 (stereo not given)	-4%	0	-1%	-1.1	-1%	19%	-13%	-1%	0
O=C(NC(=S)NC1CCN(Cc2ccccc2)CC1)c1ccc(F)cc1	/	7	?	2.6	14%	-17%	3%	0%	-2
CSc1ncc(S(=O)(=O)c2ccccc2)c(=O)[nH]1	-1%	/	-11%	/	0%	-40%	8%	1%	-5
O=C(NCCN1CCOCC1)c1ccc(CS(=O)(=O)Cc2ccccc2F)o1	-3%	2	57%[activator]	0.2	-1%	-6%	-13%	0%	-6
Cc1nnc(N(C)C(=O)c2ccc3c(c2)OCO3)s1	-2%	-2	-2%	0.0	6%	27%	6%	4%	-9
COc1ccc(-n2nc(C(=O)NCC(=O)N3CC(C)CC(C)C3)c3ccccc3c2=O)cc1OC (stereo not given)	0%	-8	-4%	-0.9	-9%	15%	6%	0%	-2
CCOC(=O)c1c(NC(=O)CSc2nnnn2-c2ccc3c(c2)OCCO3)sc(C)c1C	0%	0	-9%	1.0	/	-14%	-8%	1%	6
COc1ccc(C2CC(=O)Oc3cc(C)cc(C)c32)cc1 (stereo not given)	1%&-5%	/	2%	/	5%	-5%	-5%	?	4
COc1ccc(CCC(=O)NCc2cn3ccc(C)cc3n2)cc1	0%	-7	7%	-0.4	13%	-39%	1%	0%	1
COc1ccc(C(=O)NC(CC(=O)O)c2cc([N+](=O)[O-])ccc2Cl)cc1 (stereo not given)	-1%	-16	-8%	-0.3	4%	39%	-14%	0%	-9
C=CCNC(=O)CCNS(=O)(=O)c1ccc(Br)cc1	-3%	-13	28%	0.0	2%	-13%	-1%	0%	-7
Cc1ccc(CCNC(=O)C2CCN(S(=O)(=O)c3ccc4c(c3)NC(=O)CO4)CC2)cc1	-3%	19	1%	-1.5	0%	12%	1%	5%	-1
CC1CN=C(NS(=O)(=O)c2ccccc2)N1 (stereo not given)	-4%	/	1%	/	/	/	-5%	-2%	-6
Cc1ccc(S(=O)(=O)CCC(=O)Nc2nnc(-c3ccccc3S(C)(=O)=O)o2)cc1	-2%	-13	0%	0.2	5%	-12%	-6%	-4%	-2
CCCN(CCC)CC(O)Cn1cc(/C=C/C(=O)c2ccc(OC)cc2)c2ccccc21 (stereo not given)	/	/	?	-1.2	-2%	-2%	/	/	-1
Cc1nc2cc(-c3ccccc3)nn2c(C)c1CCC(=O)N1CCN(c2ccc(F)cc2)CC1	-8%	/	-19%	0.7	1%	-5%	8%	2%	-4
COc1cc(/C=C(\C#N)C(=O)Nc2cccc(C(=O)O)c2)ccc1OCc1ccc(C)cc1	6%	-1	-3%	-1.6	-15%	?	-6%	0%	0
Cc1ccccc1CNCc1c(C(=O)O)c(C)n(Cc2ccc(F)cc2Cl)c1C	1%	/	-17%	-0.5	2%	-6%	1%	-1%	0
O/N=C1\CCC\C1=C/c1ccco1	0%	0	?	0.0	-2%	-19%	0%	0%	0
CCN(c1ccccc1C)S(=O)(=O)c1cc2c3c(c1)CCN3C(=O)CC2	-6%	/	-25%	/	-3%	6%	-8%	-5%	-2
CCc1ccc(C(=O)NC(=S)Nc2ccc3c(c2)OCCO3)cc1	1%	-10	14µM*	-0.8	0%	-32%	6%	-4%	-1
Fc1ccc(-c2cc(C(F)(F)F)nc(NCc3ccccc3)n2)cc1	-2%	/	-18%	0.6	6%	-2%	-7%	-1%	1
CC1(c2nnc(Cc3ccccc3)o2)CC(c2cccc([N+](=O)[O-])c2)=NO1 (stereo not given)	-1%	-5	2%	0.0	-4%	7%	2%	-6%	0
CN1CCN(c2ccc(S(=O)(=O)Nc3ccccc3)cc2[N+](=O)[O-])CC1	-4%	10	-24%	1.0	-6%	4%	-11%	0%	-8
COc1ccc(NC(=O)CN(C)C(=O)CNC(=O)c2ccc3ccccc3c2)cc1	1%	14	1%	0.2	18%	-27%	4%	1%	-1
CC1(C)CC(=O)C2=C(C1)OC(N)=C(C#N)C2c1ccc2c(c1)OCO2 (stereo not given)	-4%	-7	?	0.5	-5%	-7%	2%	-3%	-3&16
CC(=O)Nc1cc(-c2cccc(C)c2)cn2c(-c3ccc(S(C)(=O)=O)cc3)cnc12	6%	/	-15%	/	/	/	/	-13%	9
C[C@H]1CN([C@@H](C)CO)S(=O)(=O)c2ccc(Br)cc2O[C@H]1CN(C)C(=O)Cc1ccccc1	-2%	/	-37%	/	/	/	3%	-6%	-1
O=C(CCCOc1ccc(Cl)cc1)N1CCCCCC1	10%	5	-15%	0.3	13%	-31%	-12%	0%	-8
N#Cc1c(NC(=O)CCn2cnc3ccccc3c2=O)oc(-c2ccccc2)c1-c1ccccc1	-5%	/	?	/	9%	13%	0%	1%	1
CCc1sc(-c2cc3cccc(OC)c3oc2=O)nc1-c1ccccc1	-3%	/	/	/	/	-17%	/	-7%	1
O=C(c1cccs1)n1nc(-c2ccco2)nc1SCc1ccccc1	0%	22	-20%	-0.1	-12%	-14%	0%	1%	2

Source: PubChem BioAssay (National Center for Advancing Translational Sciences (NCATS))
